RORg inh = inhibitors of mouse ROR gamma transcriptional activity. Potency, µM (highest dose often 53.6 µM), for the others: top-dose activity change, negative = inhibition, hits mostly inhibitors. 310,000 compounds, 5.4% hits. Drosophila S2 Gal4-RORgamma UAS-luciferase reporter, 20 h; also: potency is read from the fitted curve at half-maximal effect; % is scaled to controls: 0 for no effect and ±100 for the full control effect; nearly all actives have a fitted effect of over 60% in size
Target sequence (P51450 whole entry, looked up, the tested form may be a part): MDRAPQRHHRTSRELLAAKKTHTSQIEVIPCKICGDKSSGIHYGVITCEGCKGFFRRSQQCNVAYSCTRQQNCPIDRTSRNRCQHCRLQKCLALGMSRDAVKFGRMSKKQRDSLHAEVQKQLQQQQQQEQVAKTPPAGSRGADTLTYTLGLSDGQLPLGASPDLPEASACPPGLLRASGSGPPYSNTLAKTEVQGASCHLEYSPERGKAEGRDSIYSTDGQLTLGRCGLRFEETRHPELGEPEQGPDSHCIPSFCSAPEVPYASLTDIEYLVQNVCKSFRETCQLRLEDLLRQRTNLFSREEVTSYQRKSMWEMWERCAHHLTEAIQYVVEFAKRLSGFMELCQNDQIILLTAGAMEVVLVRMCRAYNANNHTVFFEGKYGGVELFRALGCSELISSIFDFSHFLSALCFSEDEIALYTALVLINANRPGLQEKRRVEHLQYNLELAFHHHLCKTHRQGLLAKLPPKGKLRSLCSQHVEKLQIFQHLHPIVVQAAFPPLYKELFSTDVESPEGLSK
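Drosophila S2 cells stably expressing Gal4-DBD/mouse RORγ fusion under metallothionein promoter plus UAS-luciferase; compound 1 h, then 700 uM CuSO4 induction for 20 h at ambient temperature; inhibition read as reduced luminescence.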
Rab9 promoter act = activators of Rab9 promoter; AID 485297; 320,000 compounds, 2.8% hits; Potency, µM (doses to about 9.22 µM), for the others: top-dose activation, negative = inhibition, actives largely listed as activators; Huh7 Rab9 promoter-luciferase reporter, luminescence, 24 h; also: potency is read from the fitted curve at half-maximal effect; % of control where 0% means no effect; nearly all actives have a fitted effect of over 60% in size
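Huh7 cells stably carrying Rab9 promoter–luciferase reporter, plated 1500 cells/well, compound added after 2 h and incubated 24 h at 37 °C; luciferase luminescence then read after 10 min with detection reagent.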
NPC1 promoter act = NPC1 promoter activation | Huh7 NPC1 promoter luciferase reporter, 24 h | Potency, µM (doses to about 9.22 µM), without a hit: at the top dose activation, actives largely listed as activators | 320,000 compounds, 2.4% hits | AID 485313;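 also: potency is read from the fitted curve at half-maximal effect; % of control where 0% means no effect; nearly all actives have a fitted effect of over 60% in size; reporter is driven by a mutant NPC1 promoter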
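In 1536-well qHTS, Huh7 cells harboring an NPC1 promoter–luciferase construct received compound for 24 h; activation was quantified by luminescence following luciferase reagent addition.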
ELG1 genotox = genotoxicity induction in ELG1-luciferase HEK293T cells. HEK293T ELG1-luciferase reporter, luminescence, 16 h. 330,000 compounds, 1.3% hits. Potency, µM (series often up to 46 µM), for the others: top-dose activity change, positive = activation, most hits filed as activators; also: potency is read from the fitted curve at half-maximal effect; % of control where 0% means no effect; nearly all actives have a fitted effect of over 60% in size
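ELG1-luciferase HEK293T cells, 2,000/well; compound pinned in; 16 hr, 37 °C, 5% CO2; ONE-Glo, 30 min RT; luminescence on CCD imager.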
VP16 counter = counter-screen for ROR gamma inhibitors: Gal4-VP16 reporter; Drosophila S2 Gal4-VP16 UAS-luciferase, luminescence, 20 h; Potency, µM (top dose mostly 53.6 µM), for inactives: at the highest dose activity, negative = inhibition, actives largely listed as inhibitors; 310,000 compounds, 3.5% hits; AID 2546;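 also: Gal4-VP16 expression switched on by copper sulfate through the metallothionein promoter; potency is read from the fitted curve at half-maximal effect; % is scaled to controls: 0 for no effect and ±100 for the full control effect; nearly all actives have a fitted effect of over 50% in size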
Menin MLL FP TR = menin-MLL binding inhibition, Texas Red mutant peptide; O00255; Menin + Texas Red MLL mutant peptide, fluorescence polarization; Potency, µM (doses to about 61.6 µM), for the others: at the top dose FP activity change, negative = inhibition, usual class: inhibitors; 270,000 compounds, 0.23% hits; AID 1768; active = well fitted inhibition curve with a large enough effect in the polarisation, with a control signal flat, not every such curve was filed as active; inconclusive = small, poorly fitted or top-dose-only effect, or effect the other way, or a change in a side signal; inactive = no such curve, though single readings can be large or run the other way; the % refers to the polarisation; also: potency is read from the fitted curve at half-maximal effect; % of control where 0% means no effect; many of its hits are not listed in these tables
BRCA1 expr up = BRCA1 expression activation; AID 624202; MCF7-BRCA1-FFLuc reporter, luminescence, 48 h; response scale: scaled: vehicle 0%, 10 µM genistein 100%; 380,000 compounds, 1.1% hits; Potency, µM (top dose mostly 46.1 µM), without a hit: at the top dose activation, hits mostly activators; also: potency is read from the fitted curve at half-maximal effect; nearly all actives have a fitted effect of over 80% in size; some results filed as inactive show a strong effect at the top dose
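48 h compound treatment of MCF7-BRCA1-FFLuc cells (phenol-red free MEM, 37 °C), then 15 min with luciferase substrate and luminescence imaging.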
p53 reactivator = re-activators of mutant p53; 320,000 compounds, 0.063% hits; Potency, µM (doses to about 92.2 µM), inactives show at the top dose activity change, positive = activation, usual class: activators; H1299 p53-A138V BP100-luciferase reporter, luminescence, 24 h; also: potency is read from the fitted curve at half-maximal effect; % of control where 0% means no effect; nearly all actives have a fitted effect of over 45% in size
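p53-null H1299 cells stably carrying temperature-sensitive p53-A138V and a BP100-luciferase reporter were pinned with compounds (4-point, 1:5 series) and held 24 hrs at 37 deg C. Luminescence was read 10 min after detection reagent.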
Giardia killer = Giardia lamblia killing. AID 540267. Giardia lamblia trophozoite viability. 340,000 compounds, 0.15% hits. activity change, % at 7.66 µM, hits read low; in the data active = activity change below about -80%; inconclusive = between about -30% and that limit;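 also: parasites exposed to compound for two days anaerobically before the ATP read; % is scaled to controls: 0 for no effect and ±100 for the full control effect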
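Trophozoite viability was measured as ATP-dependent luminescence, read 15-30 min after reagent addition. Before that, parasites at 100 cells/well were exposed to compounds for 48 h, anaerobically, at 37 deg C.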
FLuc modulator = inhibits or activates purified firefly luciferase, miR-21 counter-screen. purified FLuc, Km substrates, luminescence inhibition. P08659. Potency, µM (titrated, usually from 57.5 µM), for the others: at the top dose activity change, negative = inhibition, most hits filed as inhibitors. 360,000 compounds, 6.9% hits;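 also: potency is read from the fitted curve at half-maximal effect; plate controls were vehicle for no effect and reference inhibitor for full effect; nearly all actives have a fitted effect of over 55% in size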
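Biochemical qHTS of compounds, final roughly 60 µM downward over six points, against 10 nM purified firefly luciferase using Km concentrations of substrates (10 uM D-luciferin, 10 uM ATP) in Tris acetate pH 7.5 buffer; luminescence output.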
PKM2 activator = increases activity of human pyruvate kinase M2; purified PKM2, Kinase-Glo ATP luminescence, activation; response scale: 0% is enzyme alone, no compound; Potency, µM (series often up to 57.5 µM), without a hit: top-dose activation, usual class: activators; 260,000 compounds, 0.34% hits; AID 1631; also: potency is read from the fitted curve at half-maximal effect; % is scaled to controls: 0 for no effect and ±100 for the full control effect; nearly all actives have a fitted effect of over 55% in size
Target sequence (P14618 whole entry, looked up): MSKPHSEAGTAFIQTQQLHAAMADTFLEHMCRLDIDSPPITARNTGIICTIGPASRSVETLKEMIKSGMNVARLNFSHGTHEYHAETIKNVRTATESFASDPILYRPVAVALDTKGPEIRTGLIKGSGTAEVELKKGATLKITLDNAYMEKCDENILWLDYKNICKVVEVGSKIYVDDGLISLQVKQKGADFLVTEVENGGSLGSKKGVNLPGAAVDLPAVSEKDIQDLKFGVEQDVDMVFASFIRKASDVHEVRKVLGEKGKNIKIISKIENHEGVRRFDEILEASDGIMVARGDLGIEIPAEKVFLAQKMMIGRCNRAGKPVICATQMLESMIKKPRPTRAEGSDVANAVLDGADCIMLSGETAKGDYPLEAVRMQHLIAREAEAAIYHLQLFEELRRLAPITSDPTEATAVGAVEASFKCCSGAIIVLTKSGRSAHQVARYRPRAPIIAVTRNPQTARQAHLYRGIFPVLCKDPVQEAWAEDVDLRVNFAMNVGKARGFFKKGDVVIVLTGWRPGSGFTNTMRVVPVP
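Kinase-Glo luminescence reports ATP generated from ADP (0.1 mM) and PEP (0.5 mM) by purified hPK-M2 after 1 h at room temperature, pH 7.2 imidazole buffer; intermediate enzyme activity allows detecting inhibitors and activators.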
Active calls of the source: *; ? = inconclusive; / = no result given; [ ] = dose if it differs, or a comment. Unless noted, calls follow the shape of the dose curve; as a rule, active = well fitted curve in the direction sought with a large enough effect; inconclusive = small, poorly fitted or top-dose-only effect, or another doubt; inactive = no such curve, though single readings can be large; an effect the other way counts as inactive or inconclusive.

SMILES | RORg inh | Rab9 promoter act | NPC1 promoter act | ELG1 genotox | VP16 counter | Menin MLL FP TR | BRCA1 expr up | p53 reactivator | Giardia killer | FLuc modulator | PKM2 activator
O=C1/C(=C/c2cccs2)CCc2ccccc21 | -23% | -4% | -1% | 8.2µM* | -29% | -7% | 0% | ? | -14 | 0.76µM* | -58%
C/C(=N/NC(=O)c1ccco1)c1cccnc1 | 11% | 0% | -1% | -8% | -3% | -1% | 19% | 22% | -3 | -2% | -2%
CCCCc1ccc(NC(=S)N2CCCC(C)C2)cc1 (configuration not stated) | 5µM* | 16% | 8% | 11% | ? | 2% | 7% | -8% | -3 | 13µM* | 1%
CN(C)c1ccc(/C=N/NC(=O)c2nnn(-c3nonc3N)c2COc2ccc(F)cc2)cc1 | 0% | -3% | -1% | 1% | 1% | / | -2% | -1% | 9 | 1% | 0%
Cc1nn(-c2ccccc2)c(OC(=O)c2cccs2)c1S(=O)(=O)c1ccc([N+](=O)[O-])cc1 | -3% | -4% | 2% | 1% | 0% | ? | -18% | -4% | 0 | 13% | 7%
O=S(=O)(c1ccc(Cl)cc1)N1CCN(c2ccc(N3CCOCC3)nn2)CC1 | 13% | 1% | -1% | 1% | 3% | 4% | 0% | -1% | -21 | 2% | 0%
c1ccc(Cn2nnc(CNc3ccccc3)c2-c2c(CNc3ccccc3)nnn2Cc2ccccc2)cc1 | -17% | -6% | -5% | -4% | 1% | / | -42% | 2% | 3 | 0% | -3%
CCCN1CCN(CCCNC(=O)Cn2nc(-c3ccc(Cl)cc3)ccc2=O)CC1 | -19% | -6% | 2% | -1% | -2% | -15% | 3% | ? | -4 | -2% | 3%
COc1ccc(S(=O)(=O)NCC(c2ccc3c(c2)OCO3)N2CCN(C)CC2)cc1OC (configuration not stated) | / | 1% | -3% | 1% | / | / | -23% | 3% | -5 | 0% | /
CC(C)(C)OC(=O)N/N=C/c1cn(-c2ccccc2)nc1-c1cccnc1 | ? | -2% | -1% | -14% | -14% | 0% | 7% | -5% | 2 | -11% | -6%
CC(=O)Nc1ccc(C(=O)OCCCOC(=O)c2ccc(NC(C)=O)cc2)cc1 | 0% | 7% | 3% | 0% | -4% | / | 23% | 8% | -6 | 1% | 1%
CCOC(=O)N1CCN(C(=O)/C=C/c2ccc3c(c2)OCO3)CC1 | 3% | -15% | 1% | 4% | -12% | 5% | -6% | 1% | 6 | ? | -6%
CCCCNC(=O)c1ccccc1NC(=O)c1ccc2c(c1)OCO2 | -7% | 0% | 0% | -3% | -5% | -12% | -33% | -6% | -5 | 19µM* | -1%
CN(c1ccc(Cl)cc1)c1cc(=O)n(C)c2ccccc12 | -1% | -6% | 1% | 9% | 0% | -1% | -75% | -5% | 6 | ? | -5%
O=C(Nc1ccc(N2CCN(C(=O)c3ccccc3)CC2)cc1)c1cc([N+](=O)[O-])ccc1N1CCOCC1 | -2% | -5%[1.84 µM] | -3% | -4% | -2% | / | -37% | -18% | -15 | 6% | 1%
Cc1ccc(S(=O)(=O)NC(CC(C)C)C(=O)N2CCOCCOCCOCCOCC2)cc1 (configuration not stated) | 6% | 0% | -3% | 2% | -1% | -15% | 1% | -4% | 3 | -1% | 14%
COc1ccc(CC(=O)NC2CC(C)(C)NC(C)(C)C2)cc1 | -7% | -3% | -4% | 1% | -4% | -14% | -3% | 5% | -18 | 1% | -4%
COc1cccc(NC(=O)NC2(C(=O)N3CCN(C)CC3)CCCCC2)c1 | -6% | -1% | 2% | 1% | 0% | 11% | -2% | 32% | 1 | 2% | 1%
Cc1csc(SC(C)C(=O)Nc2ccc(S(=O)(=O)N3CCCC3)cc2)n1 (configuration not stated) | 2% | -17% | -6% | -10% | 0% | 11% | -10% | -1% | -8 | -1% | 12%
O=C(OCc1nc2ccccc2s1)c1cccc(S(=O)(=O)N2CCOCC2)c1 | 27% | 9% | 8% | ? | 2% | -1% | -18% | ? | 2 | 8.5µM* | 16%
CCCc1ccc(-c2cc(NC(=O)CSc3n[nH]c(N)n3)n(-c3ccccc3)n2)cc1 | 18% | 15% | 17% | ? | 4% | ? | 83% | 3% | -7 | 4.3µM* | -1%
O=C(Cn1cc([N+](=O)[O-])ccc1=O)Nc1ccc2c(c1)OCO2 | / | -3% | -2% | 3% | / | / | -9% | 3% | -3 | -1% | /
Cc1ccc2cc(CN(CC3CCCO3)C(=S)NCc3ccco3)c(=O)[nH]c2c1 (configuration not stated) | 7% | -16% | -2% | -3% | -15% | 8% | -13% | -6% | -10 | 5% | 1%
CCn1c2c(c3ccc(OC)cc31)CCCC2=O | 18% | -5% | 1% | -8% | 0% | 0% | -15% | -8% | -2 | -12% | -10%
Cc1c(C(=O)N2CCN(c3ccccn3)CC2)cccc1[N+](=O)[O-] | 4% | -4% | 2% | ? | 0% | -14% | -1% | -2% | -4 | -2% | -2%
COc1c(C(=O)Nc2ccc3[nH]c(=O)[nH]c3c2)cc2ccccc2c1Br | -38% | -6% | -14% | 13% | ? | 39%[activator] | 10% | 12% | 4 | 2% | 17%
CCCc1nnc(NC(=O)c2cn(CC)c3cc(N4CCN(C)CC4)c(F)cc3c2=O)s1 | 1% | -1% | 1% | -2% | 1% | / | -17% | -2% | 8 | -1% | 1%
O=C(NCc1cccs1)c1cccnc1SCCS(=O)(=O)c1ccc(C(F)(F)F)cn1 | 42% | -7% | 3% | 0% | -7% | / | 2% | 10% | -1 | 0% | -1%
Cc1ccc(NC(=S)NCCSc2ccc(Cl)cc2)cc1 | 0.79µM* | -4% | -3% | -2% | 0.89µM* | ? | -13% | -2% | 3 | -9% | -6%
COc1ccc(S(=O)(=O)N(CC(=O)NCC2CCCO2)Cc2ccccc2)cc1C (configuration not stated) | -5% | 0% | 1% | -1% | 6% | -7% | 5% | -18% | 3 | -1% | 0%
CCOC(=O)c1sc(NC(=O)c2ccc(S(=O)(=O)N3CCOCC3)cc2)cc1C | 1%[10 µM] | 1% | 6% | 3% | 1% | ? | -64% | -3% | 2 | -8% | 1%
CSc1sc(-c2nnc(SCC(=O)Nc3ccccc3)n2C)c2c1C=CCC2 | -8% | 1% | -3% | 0% | 4% | / | -14% | 1% | 3 | -3% | 5%
Cc1ccc(/C=C2\SC(=S)N(C3CCS(=O)(=O)C3)C2=O)cc1 (configuration not stated) | 22% | -6% | -12% | -3% | -3% | -5% | 32% | 0% | 30 | 2% | 2%
COc1ccc(NC(=O)CC2C(=O)Nc3ccccc3N2CC(=O)N2CCCC2)cc1 (configuration not stated) | / | 0% | 2% | 3% | / | / | 0% | -2% | -11 | 5% | /
CCOC(=O)CC12CN3CN(C1)CC(CC(=O)OCC)(C3)C2=O | 32% | 2% | 0% | -4% | 3% | -17% | 28% | 12% | 3 | 0% | -1%
O=C1NCC(c2ccccc2)C1C(=O)N/N=C/c1ccc(Cl)s1 (configuration not stated) | ? | 0% | -3% | -9% | -8% | ? | 1% | 1% | -4 | -1% | -5%
CSc1nnc(-c2sc3cc(Cl)ccc3c2Cl)n1C | 30% | 21% | 3% | ? | 27% | -28% | 5% | 4% | 5 | ? | -2%
COC(=O)C(Cc1ccccc1)NC(=O)CNC(=O)c1ccc(Br)cc1 (configuration not stated) | -4% | 6% | 2% | 0% | 6% | / | -6% | -3% | -6 | -1% | /
Cc1cc(C)nc(N(C#N)C(C)C(=O)N(C)C)n1 (configuration not stated) | 2% | 2% | -2% | 0% | 3% | 14% | 0% | 2% | -14 | 0% | -2%
CCNc1ccc(C(=O)N/N=C/c2c(C)nn(-c3ccccc3)c2N2CCCC2)cc1[N+](=O)[O-] | -6% | -3% | 1% | -7% | ? | 9% | -1% | -1% | 0 | 4% | -2%
COc1ccc2c(=O)c3c(=O)n(Cc4ccco4)c(-c4ccc(C)cc4)nc3oc2c1 | -10% | 1% | 0% | -6% | -1% | -11% | -1% | -2% | -21 | -1% | 17%

Some of the compounds tested. The share of hits here may be higher or lower than overall.
